# Screens (PubChem BioAssay)
# GPR151 activ = activators of human GPR151 | Q8TDV0 | PathHunter beta-arrestin GPR151 cells, luminescence | activation, % at 11.2 µM | 1% of 650,000 active | AID 1508602; in the data active = activation above about 4.9%;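 note: 0% = median of compound wells and 100% = cells with positive control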
# Target sequence (Q8TDV0 whole entry, looked up): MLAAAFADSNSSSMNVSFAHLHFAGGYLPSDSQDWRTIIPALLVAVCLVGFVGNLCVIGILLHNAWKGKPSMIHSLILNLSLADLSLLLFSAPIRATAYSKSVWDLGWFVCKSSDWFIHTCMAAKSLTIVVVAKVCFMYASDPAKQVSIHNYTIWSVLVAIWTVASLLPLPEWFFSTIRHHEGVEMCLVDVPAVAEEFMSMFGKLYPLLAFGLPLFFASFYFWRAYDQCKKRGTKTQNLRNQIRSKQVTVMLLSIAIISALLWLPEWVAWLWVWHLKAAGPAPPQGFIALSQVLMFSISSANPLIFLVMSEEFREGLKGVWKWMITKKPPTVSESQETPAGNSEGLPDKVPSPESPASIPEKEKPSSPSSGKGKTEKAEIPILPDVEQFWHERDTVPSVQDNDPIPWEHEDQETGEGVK
# MITF primary = inhibitors of human MITF | AID 1259374 | AlphaScreen MITF homodimerization, bead proximity signal | inhibition, % at 2.6 µM | O75030 | 0.91% of 650,000 active; in the data active = inhibition above about 50%;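 note: 0% = vehicle wells with protein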
# FBW7 activator = human FBW7 E3 ligase activation, primary screen. AID 1259310. Q969H0. AlphaScreen FBW7–phospho-cyclin E peptide binding, activator screen. normalized activity (activation), % at 26.1 µM. 0.13% of 650,000 active; in the data active = normalized activity above about 1.9%;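 note: purified mutant Fbw7 with reduced substrate affinity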
# Target sequence (Q969H0 whole entry, looked up): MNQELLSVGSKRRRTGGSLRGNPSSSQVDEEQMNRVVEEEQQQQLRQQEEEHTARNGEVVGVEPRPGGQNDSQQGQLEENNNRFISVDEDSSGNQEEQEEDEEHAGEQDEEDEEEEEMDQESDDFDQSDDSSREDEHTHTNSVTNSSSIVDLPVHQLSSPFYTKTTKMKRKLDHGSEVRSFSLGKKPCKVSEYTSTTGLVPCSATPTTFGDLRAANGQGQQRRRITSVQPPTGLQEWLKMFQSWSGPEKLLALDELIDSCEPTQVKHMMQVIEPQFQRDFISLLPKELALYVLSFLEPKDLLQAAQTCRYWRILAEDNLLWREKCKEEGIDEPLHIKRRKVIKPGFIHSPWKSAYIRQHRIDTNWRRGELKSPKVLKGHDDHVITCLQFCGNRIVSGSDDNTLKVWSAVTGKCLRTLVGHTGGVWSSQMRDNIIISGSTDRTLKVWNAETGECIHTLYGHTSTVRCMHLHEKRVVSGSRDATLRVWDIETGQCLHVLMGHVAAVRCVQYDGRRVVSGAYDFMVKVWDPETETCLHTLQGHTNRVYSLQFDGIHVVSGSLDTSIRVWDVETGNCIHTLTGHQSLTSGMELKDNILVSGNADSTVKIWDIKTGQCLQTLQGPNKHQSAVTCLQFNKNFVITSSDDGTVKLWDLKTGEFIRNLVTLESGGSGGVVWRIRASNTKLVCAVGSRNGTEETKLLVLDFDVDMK
# TEAD-YAP block = TEAD-YAP interaction inhibition; HEK-TIYL cells, TEAD-Gal4/YAP UAS-luciferase luminescence; inhibition, % at 9.12 µM; 1.4% of 640,000 active; AID 1259422; in the data active = inhibition above about 32%;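 note: 0% = median of test compound wells and 100% = reference inhibitor wells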
# * = called active by the depositor.
# Below each compound – MITF primary, FBW7 activator, TEAD-YAP block, GPR151 activ
- COc1cc(C2C(C(=O)OCCc3ccccc3)=C(C)NC3=C2C(=O)CC(C)(C)C3)cc(Cl)c1O (configuration not stated)
 : -8.4, 0.1, -3.6, 1.1
- O=C(c1ccco1)N1CCN(c2ccc(Cl)cc2)CC1
 : 10.0, 0.1, -49.5, -0.7
- CCn1c(-c2ccccc2)ccc1C(O)C(F)(F)F (configuration not stated)
 : 8.6, 0.1, 0.5, 0.0
- COc1ccccc1/C=C1/SC(=Nc2ccc(C)cc2)NC1=O
 : 5.2, 0.1, -2.5, -0.9
- O=C(CCOc1ccccc1)N1CCN(c2nc3ccccc3s2)CC1
 : 12.2, 0.8, 10.2, -0.6
- O=C(c1ccccc1)c1ccncc1
 : 7.2, -0.2, -0.3, 0.0
- Cc1ccc(-c2nnc(SCC(=O)Nc3ncc(C)s3)n2C)cc1
 : -5.4, 0.3, 10.8, -2.4
- Cc1c(Cl)cccc1NC(=O)CCN1CCN(Cc2ccccc2)CC1
 : -7.5, 0.1, -5.6, -0.1
- N#CSC(C#N)Cc1cc(Cl)ccc1Cl (configuration not stated)
 : 6.9, -0.1, 3.4, 0.6
- Cc1cc(C)c(OCC(=O)OCC(=O)c2ccc(Cl)cc2)c(C)c1
 : 23.6, 0.1, 2.8, -0.5
- O=C(COc1ccccc1F)Nc1nc(-c2cccs2)c(NC(=O)c2ccccc2)s1
 : -13.0, 0.0, 4.2, -0.1
- c1ccc(-c2noc(C34CC5CC(CC(C5)C3)C4)n2)cc1
 : 13.2, 0.5, 6.3, 1.7
- O=C1C(Cc2ccc(O)cc2)Nc2c3ccccc3nc(=S)n21 (configuration not stated)
 : -1.2, 0.1, 4.8, 0.0
- O=C(c1nnn(-c2ccccc2)c1CSc1ncccn1)N1CCN(c2cccc(Cl)c2)CC1
 : -6.8, -0.3, 1.9, -0.9
- COc1ccc(Nc2nc3ccccc3n3c(C)nnc23)c(OC)c1
 : -10.1, -0.1, -3.7, -0.6
- COc1cc(CN2CCN(CCCc3ccccc3)C(CCO)C2)cc2c1OCO2 (configuration not stated)
 : 11.7, 0.0, 4.2, -1.3
- Cc1cc(N2C(=O)c3ccc(Oc4cccc([N+](=O)[O-])c4)cc3C2=O)no1
 : -2.6, -0.1, -5.1, 1.4
- Cc1nc([N+](=O)[O-])cn1CC(=O)Nc1ccc(Cl)cc1Cl
 : 0.9, 0.0, 8.7, 1.3
- COc1ccc(Sc2ccc(C(=O)N3CCN(c4ccccc4)CC3)cc2[N+](=O)[O-])cc1
 : 12.4, -0.2, -5.1, 0.0
- Cc1c(Cl)cccc1NC(=O)CCN1CCCC(C)C1 (configuration not stated)
 : 2.8, -0.4, 5.2, 1.7
- O=c1[nH]c2ccc(S(=O)(=O)N3CCN(c4ccccc4F)CC3)cc2s1
 : -4.9, 0.0, 5.9, 1.2
- C=CCC(O)(CC=C)C(C)NC(=O)c1cc(Cc2ccc3c(c2)OCO3)no1 (configuration not stated)
 : 4.0, -0.1, -8.2, -0.4
- Cc1ccc(NCc2ccccn2)c(Br)c1
 : 58.9*, 1.0, -58.0, -0.7
- O=C(NC1CCN(Cc2ccccc2)CC1)c1cccc(-c2ccc(N3CCOCC3)nc2)n1
 : 19.6, 0.3, -4.1, -2.4
- C=CCOc1ccc(C2c3c(oc4ccc(C)cc4c3=O)C(=O)N2CCOC)cc1OCC (configuration not stated)
 : -6.8, 0.0, -7.5, 0.0
- CCc1cccc(CC)c1-n1c(CNC(=O)COc2ccc(Cl)cc2)n[nH]c1=S
 : 10.6, 0.0, 8.8, -0.3
- Cc1ccc(-n2nnnc2SCC(=O)Nc2sc(C)c(C)c2C#N)cc1C
 : -6.6, 0.0, 10.6, 0.6
- CCOC(=O)c1c(NC(=O)CCCn2cnc([N+](=O)[O-])n2)sc2c1CCCC2
 : -14.4, 0.7, 0.8, -0.9
- COC(=O)c1cc(Br)ccc1NC(=O)COc1ccccc1C
 : -0.1, -0.1, -4.1, -0.4
- CCOc1cc(C2C(C#N)=C(N)Oc3n[nH]c(C)c32)ccc1OCc1ccc(Cl)cc1 (configuration not stated)
 : -20.9, -0.1, 7.6, 0.4
- COCCn1c(Cc2ccccc2)nnc1SCC(=O)OC1CCCCC1
 : 11.8, -0.1, 4.7, -0.5
- O=c1[nH][nH]c(-c2ccccc2)c1C(c1ccc(Br)cc1)c1c(-c2ccccc2)[nH][nH]c1=O
 : -7.3, -0.2, -5.8, -1.2
- CCC(C)NC(=O)Cn1nnc(-c2ccc(OC)c(OC)c2)n1 (configuration not stated)
 : -4.6, -0.1, 6.2, -0.7
- CC1CN(CCCCOc2ccccc2Br)CC(C)O1 (configuration not stated)
 : 9.4, 0.0, 11.2, -0.6
- O=C(NCc1cn(-c2ccncc2)nn1)C1COc2ccccc2O1 (configuration not stated)
 : 6.2, -0.2, -2.5, -1.2
- COc1ccc(OC)c(NC(=O)Cn2cc(C=O)c3ccccc32)c1
 : 6.5, 0.0, -7.9, -0.8
- CCC(=O)N1CCCc2cc(NS(=O)(=O)c3ccccc3F)ccc21
 : 4.5, -0.1, -1.7, 0.2
- COc1ccc(C2CC(=O)N3CN(C4CCCC4)CSC3=C2C#N)cc1OC (configuration not stated)
 : -1.4, -0.1, -2.9, -0.6
- CC(C)(C)OC(=O)C(=O)N1N=C(C(F)(F)F)CC1(O)C(C)(C)C (configuration not stated)
 : 5.9, 0.1, 6.2, 1.7
- Cc1ccc(/C(N)=N/OC(=O)C(C)c2ccc([N+](=O)[O-])cc2)cc1 (configuration not stated)
 : 6.9, 0.1, 5.8, 1.6
- CC(=O)NCC1Cc2cc(C)cc(-c3cc(C(C)=O)ccc3F)c2O1 (configuration not stated)
 : 4.1, 0.2, 7.5, 1.7
- CCn1cc(CN2CCN(Cc3cccc(OC)c3)C(CCO)C2)cn1 (configuration not stated)
 : 6.6, 0.0, -1.6, 1.7
- CCOc1ccc(N2Cc3ncccc3C2=O)cc1
 : 3.8, -0.1, -11.9, -3.6
- O=C1NC(=S)N/C1=C/c1ccc(O)c(O)c1
 : 87.3*, -0.2, 17.3, 0.8
- CCOC(=O)c1c(NC(=O)C(C)Sc2nnc(CNC(=O)COc3ccccc3)n2Cc2ccccc2)sc2c1CCC2 (configuration not stated)
 : -1.3, 0.0, 8.9, 1.6
- COc1ccc(C(=O)N/N=C/c2cc(Br)ccc2O)cc1OC
 : 25.0, 0.0, 14.1, 2.0
- Cc1ccnc(NS(=O)(=O)c2ccc3ccccc3c2)c1
 : -7.3, 0.0, -5.6, 0.6
- COc1ccc(C(=O)Nc2ccc3oc(-c4ccc(Cl)cc4Cl)nc3c2)cc1Br
 : -1.9, 0.1, 6.6, 0.6
- O=C(CC12CC3CC(CC(C3)C1)C2)NCCNc1ccc([N+](=O)[O-])cc1
 : 15.8, 0.1, 4.9, 0.4
- CN1C(=O)C2(c3ccccc31)c1c(oc3ccccc3c1=O)C(=O)N2CCO (configuration not stated)
 : -0.6, 0.1, -34.4, 0.8
- CCC1(C)Cc2c(sc3c2c(=O)n(C)c2n[nH]c(=S)n32)CO1 (configuration not stated)
 : 11.2, 0.0, 5.8, 0.6
- Cc1onc(C(=O)Nc2sc3c(c2C(N)=O)CCCC3)c1[N+](=O)[O-]
 : 13.1, 0.0, -3.4, -0.8
- CCOC(=O)c1cc(-c2ccccc2)sc1NC(=O)CC
 : -3.7, -0.1, 3.9, -0.5
- COc1cncc(-c2cncc(-c3ccccc3N(C)C)n2)c1
 : -0.9, 0.1, 36.3*, 0.7
- CC(=O)Oc1cc(-c2nc3ccc(Br)cc3c(=O)o2)cc(-c2nc3ccc(Br)cc3c(=O)o2)c1
 : -11.6, -0.2, -8.5, 0.5
- COc1ccc(C2C(C#N)=C(N)N(c3cccc([N+](=O)[O-])c3)C3=C2C(=O)CC(C)(C)C3)cc1OC (configuration not stated)
 : 7.3, 0.0, -3.7, 1.2
- OCCC1CN(Cc2ccccc2O)CCN1Cc1ccc(F)cc1 (configuration not stated)
 : 9.9, 0.2, 10.2, -0.8
- Cc1ccc(C2=NN3C(C2)c2cc(Br)ccc2OC3c2cccs2)cc1 (configuration not stated)
 : -6.6, -0.3, -62.8, -2.1
- COc1cc2nc(-c3ccccc3)nc(NCCOc3ccccc3)c2cc1OC
 : 36.6, 0.1, 4.2, -1.5
- S=C(Nc1ccccc1)N1CCN(C(=S)Nc2ccccc2)CC1
 : 5.2, -0.1, -0.2, -1.1

# Six records picked at random from those above:
# Below each compound – MITF primary, FBW7 activator, TEAD-YAP block, GPR151 activ
- COc1ccc(C2CC(=O)N3CN(C4CCCC4)CSC3=C2C#N)cc1OC (configuration not stated)
 : -1.4, -0.1, -2.9, -0.6
- COc1ccc(C(=O)Nc2ccc3oc(-c4ccc(Cl)cc4Cl)nc3c2)cc1Br
 : -1.9, 0.1, 6.6, 0.6
- CCOC(=O)c1c(NC(=O)C(C)Sc2nnc(CNC(=O)COc3ccccc3)n2Cc2ccccc2)sc2c1CCC2 (configuration not stated)
 : -1.3, 0.0, 8.9, 1.6
- OCCC1CN(Cc2ccccc2O)CCN1Cc1ccc(F)cc1 (configuration not stated)
 : 9.9, 0.2, 10.2, -0.8
- CC(C)(C)OC(=O)C(=O)N1N=C(C(F)(F)F)CC1(O)C(C)(C)C (configuration not stated)
 : 5.9, 0.1, 6.2, 1.7
- COc1cncc(-c2cncc(-c3ccccc3N(C)C)n2)c1
 : -0.9, 0.1, 36.3*, 0.7

# Returning to the listing, starting two compounds before the break.
# Below each compound – MITF primary, FBW7 activator, TEAD-YAP block, GPR151 activ
- COc1cc2nc(-c3ccccc3)nc(NCCOc3ccccc3)c2cc1OC
 : 36.6, 0.1, 4.2, -1.5
- S=C(Nc1ccccc1)N1CCN(C(=S)Nc2ccccc2)CC1
 : 5.2, -0.1, -0.2, -1.1
- O=C(CSc1nnc(Cc2ccccc2)n1CC1CCCO1)NC1CC1 (configuration not stated)
 : 3.8, -0.1, 2.1, 2.5
- Cc1ccc(NC(=O)c2cc(S(=O)(=O)NC3CCCCC3)ccc2F)cc1C
 : -3.2, 0.1, -3.8, -0.7
- Cc1cc(N2CCOCC2)nc2ccc(NC(=O)CCC(=O)NCc3ccco3)cc12
 : 7.0, 0.0, -33.1, 1.0
- CCCN(CCC)C(=O)c1c[nH]c2ccc(S(=O)(=O)N(CC)c3ccc(F)cc3)cc2c1=O
 : 11.5, 0.0, 7.8, 1.3
- COc1ccc(/C=N/NC(=O)C(=O)NC2CCCCC2)c(OC)c1
 : -5.9, -0.1, -4.9, -0.3
- Cc1nc(SCc2ccc(C#N)cc2)c(C#N)c(-c2ccco2)c1C(=O)N(C)C
 : 8.8, 0.1, -4.6, 0.7
- CCC1CCC(c2ccc(C3=N/C(=C/C(C)=C/c4ccccc4)C(=O)O3)cc2)CC1 (configuration not stated)
 : -5.2, -0.1, 2.0, -0.2
- Cc1ccccc1C(NC(=O)C1CCN(C(=O)NC(C)(C)C)CC1)c1ncccc1C (configuration not stated)
 : -0.7, 0.0, 4.9, 0.2
- O=c1oc2ccccc2c(N2CCN(c3ccc(F)cc3)CC2)c1CN1CCCC1
 : 12.1, -0.2, -1.8, 1.2
- O=C(Nc1ccc(N2CCCN(C(=O)C3CC3)CC2)cc1)c1ccccc1Oc1ccccc1
 : 17.7, -0.2, 8.1, -1.0
- O=C1CCC(CCNCc2cccnc2)N1CCc1ccccc1 (configuration not stated)
 : 1.1, 0.1, -4.3, -0.4
- CC(C)CC(=O)Nc1ccc(S(N)(=O)=O)cc1
 : 5.1, -0.1, -8.4, -0.1
- CN(C)C(CNC(=O)c1cccs1)c1cccn1C (configuration not stated)
 : 6.0, -0.1, -1.2, -0.1
- Cc1ccc(NC(=O)c2ccccc2C(=O)N2CCCCC2)cc1
 : 17.3, 0.2, -20.4, 1.0
- CN(C)c1ccc(CN(C(=O)/C=C/c2ccco2)C2CCS(=O)(=O)C2)cc1 (configuration not stated)
 : 13.5, 0.0, 5.2, 1.1
- C1=CCC(CN2CCc3nnc(Cc4ccccc4)n3CC2)CC1 (configuration not stated)
 : 3.3, 0.1, -6.2, -0.5
- CC(C)c1ccccc1NC(=O)CN(C)S(=O)(=O)c1ccc(Br)cc1
 : -23.8, 0.0, 5.9, -0.8
- Nc1ccc(N=Cc2cc([N+](=O)[O-])ccc2Cl)cc1[N+](=O)[O-]
 : 18.0, -0.7, 0.0, -0.7
- CCN(CC)CCNc1ncnc2c1cnn2-c1cccc(C)c1
 : -1.6, 0.0, 3.5, -1.4
- COc1ccccc1NC(=O)COc1cc(Cl)ccc1Cl
 : -8.3, -0.1, -10.3, -1.4
- c1ccc(CCNc2nc(-c3cccnc3)nc3ccccc23)cc1
 : 4.1, -0.1, 21.2, -0.5
- CCOC(=O)Nc1ccc(S(=O)(=O)NCC2CCCO2)cc1 (configuration not stated)
 : 1.8, 0.0, -10.4, -0.3
- COc1cccc(C2=NOC(C(=O)Nc3c(C)n(C)n(-c4ccccc4)c3=O)C2)c1 (configuration not stated)
 : 12.0, 0.1, 2.4, 1.1
- O=C1c2ccccc2C(=O)N1CCSc1ncnc2c1cnn2-c1ccccc1
 : -9.8, -0.1, 0.7, 3.4
- c1ccc(CCNc2nc3ccccc3c3nc(-c4cccnc4)nn23)cc1
 : 9.9, -0.1, -1.1, -0.5
- COc1cc(OC)c(CN2CCOc3ccc(CN4CCC(O)CC4)cc3C2)c(OC)c1
 : 11.8, 0.7, 6.3, 0.1
- COc1ccc(CCNC(=O)COc2ccc(C)cc2Br)cc1
 : 7.6, 0.0, -1.3, -0.9
- O=C1CN(C(=O)COC(=O)Cc2coc3cc4c(cc23)CCC4)c2ccccc2N1
 : 1.6, -0.1, 4.6, 1.2
- CCOC(=O)C1=C(C)NC2=C(C(=O)CCC2)C1c1ccc(I)cc1 (configuration not stated)
 : -10.5, 0.1, 3.5, -0.6
- CCN(c1ccccc1)S(=O)(=O)c1cc(C)c2[nH]c(=O)cc(C)c2c1
 : 1.5, -0.1, 5.3, 0.6
